12-LOX inh: blocks human arachidonate 12S-lipoxygenase; purified 12hLO, xylenol orange hydroperoxide absorbance; Potency, µM (doses to about 108 µM), for inactives: at the top dose activity change, negative = inhibition, actives largely listed as inhibitors; hit rate 1.1% among 580,000; also: potency is read from the fitted curve at half-maximal effect; % is scaled to controls: 0 for no effect and ±100 for the full control effect
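Purified human 12hLO (150 nM final) in 25 mM Hepes, 0.01% Triton X-100, pH 7.0 was preincubated 15 min at room temperature with compound. Then 40 uM arachidonic acid was added, 30 min. Hydroperoxide was read by Fe-XO absorbance ratio 573/405 nm.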
PI4K2A block: PI4K2A (human) kinase inhibition. purified PI4K2A, ADP-Glo luminescence, 1 h; hits give low values. activity change, negative = inhibition, % at 76.9 µM. hit rate 0.13% among 420,000; in the data active = activity change below about -50%; inconclusive = mostly about -30% to -49%;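 also: -100% = wells without enzyme as full effect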
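Compounds are screened against recombinant PI4K2A using PI as substrate and ATP, the latter dispensed at 300 microM. Reactions run one hour at ambient temperature before ADP-Glo detection; full inhibition defined by wells lacking enzyme.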
BAZ2B inh: inhibitors of human BAZ2B bromodomain; Potency, µM (top dose mostly 114 µM), for the others: top-dose activity change, negative = inhibition, usual class: inhibitors; hit rate 4.4% among 360,000; AlphaScreen BAZ2B-H3K14Ac peptide displacement; Q9UIF8; also: potency is read from the fitted curve at half-maximal effect; % is scaled to controls: 0 for no effect and ±100 for the full control effect; nearly all actives have a fitted effect of over 60% in size
Target sequence (Q9UIF8 whole entry, looked up): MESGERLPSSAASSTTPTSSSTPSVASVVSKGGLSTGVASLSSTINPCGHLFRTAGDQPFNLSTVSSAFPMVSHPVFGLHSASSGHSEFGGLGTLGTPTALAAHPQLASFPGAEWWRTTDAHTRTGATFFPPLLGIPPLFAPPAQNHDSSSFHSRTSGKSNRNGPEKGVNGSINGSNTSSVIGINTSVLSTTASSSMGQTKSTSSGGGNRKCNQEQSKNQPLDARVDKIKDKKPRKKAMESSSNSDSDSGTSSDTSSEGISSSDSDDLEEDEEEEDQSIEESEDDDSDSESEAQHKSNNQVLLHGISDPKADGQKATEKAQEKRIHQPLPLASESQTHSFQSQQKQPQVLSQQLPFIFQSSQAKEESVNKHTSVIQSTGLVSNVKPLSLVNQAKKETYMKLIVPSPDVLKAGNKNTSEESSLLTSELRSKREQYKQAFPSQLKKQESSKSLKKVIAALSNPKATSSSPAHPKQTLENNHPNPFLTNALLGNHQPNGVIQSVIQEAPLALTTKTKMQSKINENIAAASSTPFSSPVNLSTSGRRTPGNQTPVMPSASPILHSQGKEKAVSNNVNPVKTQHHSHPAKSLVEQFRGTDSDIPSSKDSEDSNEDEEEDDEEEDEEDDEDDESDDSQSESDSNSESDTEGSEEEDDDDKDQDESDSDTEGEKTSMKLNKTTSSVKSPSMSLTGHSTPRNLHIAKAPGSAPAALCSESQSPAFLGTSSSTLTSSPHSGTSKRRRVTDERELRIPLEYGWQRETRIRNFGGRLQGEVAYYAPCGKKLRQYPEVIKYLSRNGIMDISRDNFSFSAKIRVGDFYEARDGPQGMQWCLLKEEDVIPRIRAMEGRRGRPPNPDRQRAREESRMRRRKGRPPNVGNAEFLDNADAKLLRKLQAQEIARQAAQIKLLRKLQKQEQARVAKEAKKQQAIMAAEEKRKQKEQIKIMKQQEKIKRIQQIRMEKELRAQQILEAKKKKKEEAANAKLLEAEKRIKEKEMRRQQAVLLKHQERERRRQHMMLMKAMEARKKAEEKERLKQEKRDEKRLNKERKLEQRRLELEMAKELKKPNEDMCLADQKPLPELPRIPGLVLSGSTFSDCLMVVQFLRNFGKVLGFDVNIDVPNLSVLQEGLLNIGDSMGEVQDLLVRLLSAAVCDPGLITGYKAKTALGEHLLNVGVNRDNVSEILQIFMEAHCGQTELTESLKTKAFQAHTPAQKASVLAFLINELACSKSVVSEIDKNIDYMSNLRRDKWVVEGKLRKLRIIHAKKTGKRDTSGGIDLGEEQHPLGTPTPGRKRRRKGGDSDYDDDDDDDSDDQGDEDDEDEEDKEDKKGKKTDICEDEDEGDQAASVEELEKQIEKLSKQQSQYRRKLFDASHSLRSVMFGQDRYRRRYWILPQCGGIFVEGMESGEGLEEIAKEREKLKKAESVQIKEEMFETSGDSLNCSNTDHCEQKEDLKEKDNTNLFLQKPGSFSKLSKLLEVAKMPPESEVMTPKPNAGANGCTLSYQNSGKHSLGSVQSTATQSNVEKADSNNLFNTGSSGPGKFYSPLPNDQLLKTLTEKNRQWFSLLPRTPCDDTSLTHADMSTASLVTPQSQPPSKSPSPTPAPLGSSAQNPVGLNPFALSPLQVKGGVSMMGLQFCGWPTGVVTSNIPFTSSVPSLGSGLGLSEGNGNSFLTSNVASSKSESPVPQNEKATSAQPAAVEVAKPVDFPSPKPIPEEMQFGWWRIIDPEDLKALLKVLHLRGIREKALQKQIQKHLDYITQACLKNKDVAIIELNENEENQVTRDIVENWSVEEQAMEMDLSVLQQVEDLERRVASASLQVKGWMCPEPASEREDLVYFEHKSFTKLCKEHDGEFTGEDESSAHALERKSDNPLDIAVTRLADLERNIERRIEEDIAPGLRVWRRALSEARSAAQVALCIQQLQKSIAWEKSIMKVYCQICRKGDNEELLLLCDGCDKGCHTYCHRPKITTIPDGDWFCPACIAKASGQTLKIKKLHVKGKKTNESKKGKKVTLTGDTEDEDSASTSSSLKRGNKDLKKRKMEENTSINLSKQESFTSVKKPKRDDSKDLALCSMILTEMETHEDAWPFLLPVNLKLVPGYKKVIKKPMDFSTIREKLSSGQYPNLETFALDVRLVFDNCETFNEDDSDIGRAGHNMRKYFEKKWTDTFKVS
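In this displacement format the biotinylated H3(5-23) peptide acetylated at Lys14 serves as ligand at 50 nM, with BAZ2B at 50 nM in PBS pH 7.4 containing 0.01% Tween-20. Donor and acceptor beads are 10 ug/mL final.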
HP1b chromo inh: blocks HP1-beta chromodomain binding to methylated histone tails; P83916; AlphaScreen HP1-beta / biotin-H3K9me3 peptide binding; Potency, µM (titrated, usually from 114 µM), inactives show at the highest dose activity change, negative = inhibition, actives largely listed as inhibitors; hit rate 0.56% among 390,000; also: potency is read from the fitted curve at half-maximal effect; nearly all actives have a fitted effect of over 70% in size; inactives centre near 23
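AlphaScreen: HP1-beta (50 nM) preformed 30 min with biotin-H3(1-18)K9me3 peptide (50 nM) in PBS pH 7.4, 0.01% Tween-20. Compound added for 30 min at RT, then streptavidin donor/nickel chelate acceptor beads (10 ug/mL) for 30 min.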
G9a inh: inhibitors of human histone lysine methyltransferase G9a; Q96KQ7; G9a H3K9 monomethylation, AlphaScreen, 2 h; Potency, µM (titrated, usually from 102 µM), for the others: at the highest dose activity, negative = inhibition, actives largely listed as inhibitors; hit rate 8.8% among 350,000; also: potency is read from the fitted curve at half-maximal effect; % is scaled to controls: 0 for no effect and ±100 for the full control effect; nearly all actives have a fitted effect of over 75% in size
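G9a (20 nM) preincubated 15 min RT with compounds, then 500 nM biotinylated H3K9 peptide and 20 uM SAM added; 2 h RT reaction. Monomethyl-H3K9 product detected by AlphaScreen with anti-H3K9me1 antibody, streptavidin donor and anti-rabbit IgG acceptor beads.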
ERG-DNA inh: ERG Ets/DNA interaction inhibition. P11308. fluorescence polarization, His-ERG Ets domain / labelled DNA. Potency, µM (top dose mostly 76.9 µM), for the others: at the highest dose FP activity, negative = inhibition, usual class: inhibitors. hit rate 0.028% among 370,000; active = well fitted inhibition curve with a large enough effect in the polarisation, with a control signal flat; inconclusive = small, poorly fitted or top-dose-only effect, or effect the other way, or a change in a side signal; inactive = no such curve, though single readings can be large or run the other way; the % refers to the polarisation;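 also: polarization taken with two DNA probes labelled with fluorescein and Texas red; potency is read from the fitted curve at half-maximal effect; % of control where 0% means no effect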
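His-tagged ERG Ets domain (1 uM in the protein solution; 300mM KCl, 50mM Tris-HCl, 1mM EDTA, 1mM DTT, pH 7.5) received compound, then a probe mix of 5 nM fluorescein-DNA and 100nM Texas-615-DNA. Fluorescence polarization was read for both dyes.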
GLS inhibitor: inhibitors of human glutaminase (GLS). O94925. GLS enzymatic activity, qHTS titration. Potency, µM (top dose mostly 45.5 µM), for inactives: top-dose activity change, negative = inhibition, hits mostly inhibitors. hit rate 0.21% among 410,000; also: potency is read from the fitted curve at half-maximal effect; % is scaled to controls: 0 for no effect and ±100 for the full control effect
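Enzyme dispensed in phosphate buffer (45 mM, pH 8.2, 0.02% Tween-20), compounds pinned in, then 1 mM L-glutamine solution and the glutamate oxidase–HRP–Amplex Red mix added; fluorescence read immediately and again after 30 min at room temperature.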
JMJD2A Tudor: inhibitors of human JMJD2A Tudor domain; O75164; AlphaScreen JMJD2A-Tudor / H3K4me3 peptide binding; Potency, µM (doses to about 114 µM), inactives show top-dose activity change, negative = inhibition, actives largely listed as inhibitors; hit rate 4.4% among 390,000; AID 504339; also: potency is read from the fitted curve at half-maximal effect; % is scaled to controls: 0 for no effect and ±100 for the full control effect; nearly all actives have a fitted effect of over 50% in size
RGS4 inhibitor: blocks human RGS4-accelerated GTP hydrolysis; AID 504845; Potency, µM (titrated, usually from 114 µM), for inactives: at the highest dose activity change, negative = inhibition, most hits filed as inhibitors; hit rate 0.039% among 390,000; Transcreener GDP fluorescence polarization, RGS4-accelerated GTP hydrolysis; P49798; also: potency is read from the fitted curve at half-maximal effect; % is scaled to controls: 0 for no effect and ±100 for the full control effect; nearly all actives have a fitted effect of over 75% in size; some results filed as inactive show a strong effect at the top dose
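MLSMR compounds (23 nl, pin-transferred) preincubated 10 min at room temperature with a 500nM (2x) first reagent, then RGS4 at 900nM (2x) plus Transcreener GDP mix added; fluorescence polarization (620/688 nm) read before and after 90 min at 30 °C.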
Active calls of the source: *; & = joins results of further samples; [ ] = another dose, or the depositor's remark. Unless noted, calls follow the shape of the dose curve; as a rule, active = well fitted curve in the direction sought with a large enough effect; inconclusive = small, poorly fitted or top-dose-only effect, or another doubt; inactive = no such curve, though single readings can be large; an effect the other way counts as inactive or inconclusive.

For Cc1cccc(C(=O)Nc2c(C(=O)N3CCN(C)CC3)cnn2-c2ccccc2)c1 the results were 12-LOX inh 48%[activator], PI4K2A block -3, HP1b chromo inh 13%, ERG-DNA inh 1%, GLS inhibitor 0%, JMJD2A Tudor -3% and RGS4 inhibitor -2%.
For O=C(/C=C/c1ccccc1)NCCSCc1ccccc1Cl the results were 12-LOX inh 128%[activator], PI4K2A block 14, BAZ2B inh 6%, HP1b chromo inh 39%, G9a inh 5%[59 µM], ERG-DNA inh -1%, GLS inhibitor -6%, JMJD2A Tudor 27% and RGS4 inhibitor -12%.
CC(Sc1nc2ncc(Cl)cc2[nH]1)C(=O)c1c(N)n(C)c(=O)n(C)c1=O (stereo unspecified) was read as 12-LOX inh -6%, PI4K2A block 4, BAZ2B inh -27%, HP1b chromo inh 21%, G9a inh inconclusive, ERG-DNA inh -1%, GLS inhibitor 4%, JMJD2A Tudor -12% and RGS4 inhibitor -17%.
`Cc1cc(-c2cccs2)c2c(N)c(C(=O)c3ccc4c(c3)OCO4)sc2n1` gave 12-LOX inh -7%, PI4K2A block 2, BAZ2B inh 64%[activator], HP1b chromo inh 187%[activator], G9a inh 124%[activator], GLS inhibitor 0%, JMJD2A Tudor 63%[activator] and RGS4 inhibitor 10%.
CONC(=O)C1CCN(C(=O)OCc2ccccc2)CC1 was read as 12-LOX inh 131%[activator], PI4K2A block -5, BAZ2B inh -4%, HP1b chromo inh 16%, G9a inh 18%[59 µM], ERG-DNA inh -9%, GLS inhibitor 4%, JMJD2A Tudor -10% and RGS4 inhibitor 1%.
For COc1cc(/C=N/NC(=O)COc2ccc(C)cc2)ccc1OC(=O)c1cccs1 the results were 12-LOX inh -2%, PI4K2A block 2, BAZ2B inh -7%, HP1b chromo inh 16%, G9a inh 2%[59 µM], ERG-DNA inh -11%, GLS inhibitor -1%, JMJD2A Tudor -21% and RGS4 inhibitor -4%.
`CSc1nnc(COc2ccc(C)cc2)n1N` gave 12-LOX inh 0%, PI4K2A block 0, BAZ2B inh 36%[activator], HP1b chromo inh 31%, G9a inh -22%[59 µM], ERG-DNA inh -4%, GLS inhibitor 0%, JMJD2A Tudor -9% and RGS4 inhibitor -1%.
For O=C(N/C(=C/c1cccc(Br)c1)c1nc(=S)[nH][nH]1)c1ccccc1 the results were 12-LOX inh 35µM*, PI4K2A block -9, BAZ2B inh inconclusive, HP1b chromo inh inconclusive, G9a inh inconclusive, ERG-DNA inh -4%, GLS inhibitor -6%, JMJD2A Tudor inconclusive and RGS4 inhibitor -17%.
`CCN(CC)CCCNC(=O)C1c2cc(OC)c(OC)cc2C(=O)N(C)C1c1cccs1` (stereo unspecified) gave 12-LOX inh -3%, PI4K2A block -4, BAZ2B inh 4%, HP1b chromo inh -4%, G9a inh -11%, ERG-DNA inh 6%, GLS inhibitor 0%, JMJD2A Tudor -1% and RGS4 inhibitor -13%.
Cc1cccc(CCNC(=O)CCS(=O)(=O)c2cc3c(cc2C)NC(=O)CO3)c1 was read as 12-LOX inh 24%&-11%, PI4K2A block -3&-5, BAZ2B inh -18%&-1%, HP1b chromo inh 26%&21%, G9a inh -3%, ERG-DNA inh 9%&2%, GLS inhibitor -5%&-5%, JMJD2A Tudor 2%&-9% and RGS4 inhibitor -26%&-18%.
COc1cc2cc(CN(CCN3CCCC3)C(=O)Nc3ccc(F)cc3)c(=O)[nH]c2cc1OC was read as 12-LOX inh -10%, PI4K2A block 4, BAZ2B inh 4%, HP1b chromo inh 6%, G9a inh inconclusive, ERG-DNA inh -8%, GLS inhibitor 12%, JMJD2A Tudor -30% and RGS4 inhibitor 2%.
O=C(CN1CCOCC1)Nc1ccc2c(c1)OCO2 was read as 12-LOX inh -3%, PI4K2A block 5, HP1b chromo inh 10%, G9a inh 21%, ERG-DNA inh -9%, GLS inhibitor 10%, JMJD2A Tudor -11% and RGS4 inhibitor -17%[11.4 µM].
`Cc1ccc(C)c(N(CC(=O)N2CCCCCC2)S(C)(=O)=O)c1` gave 12-LOX inh 72%[activator], PI4K2A block 11, BAZ2B inh -26%, HP1b chromo inh 24%, G9a inh -24%, ERG-DNA inh -10%, GLS inhibitor -4%, JMJD2A Tudor -7% and RGS4 inhibitor -2%.
`COc1cc(CC(=O)Nc2ccccc2N2CCOCC2)cc(OC)c1OC` gave 12-LOX inh 0%, PI4K2A block -6, HP1b chromo inh 43%[activator], G9a inh inconclusive, ERG-DNA inh -2%, GLS inhibitor 0%, JMJD2A Tudor -14%[11.4 µM] and RGS4 inhibitor 4%.
For O=C(NCCN1CCOCC1)c1nn2c(c1Cl)NC(c1ccccc1)CC2C(F)(F)F (stereo unspecified) the results were 12-LOX inh 0%, PI4K2A block 0, BAZ2B inh -5%, HP1b chromo inh 31%, G9a inh -10%[0.0925 µM], GLS inhibitor 7%, JMJD2A Tudor -6% and RGS4 inhibitor 5%.
For COc1ccc(CNC(=O)C2CCC(CNc3c(N4CCCCC4)c(=O)c3=O)CC2)cc1 (stereo unspecified) the results were 12-LOX inh -5%, PI4K2A block 0, BAZ2B inh 6%, HP1b chromo inh 23%, ERG-DNA inh -3%, GLS inhibitor 29%, JMJD2A Tudor -7% and RGS4 inhibitor 22%.
CC(NC(=O)c1ccc2c(c1)N(Cc1ccc(Cl)cc1)C(=O)CS2)c1ccccc1 (stereo unspecified) was read as 12-LOX inh -5%, PI4K2A block 4, BAZ2B inh 3%, HP1b chromo inh 35%, G9a inh 7%[59 µM], ERG-DNA inh 0%, GLS inhibitor -5%, JMJD2A Tudor 5% and RGS4 inhibitor 1%.
`CCC(=O)Nc1ccc(-c2cc(-c3ccccc3)nc(-c3ccc(NC(=O)CC)cc3)n2)cc1` gave 12-LOX inh 0%, PI4K2A block 2, BAZ2B inh -37%, HP1b chromo inh 60%[activator], G9a inh inconclusive, ERG-DNA inh -1%, GLS inhibitor -11%, JMJD2A Tudor 5%[57.1 µM] and RGS4 inhibitor -14%[56.9 µM].
O=C1Nc2ccccc2C1C(C[N+](=O)[O-])c1ccccn1 (stereo unspecified) was read as 12-LOX inh 0%, PI4K2A block -2, BAZ2B inh inconclusive, HP1b chromo inh 49%[activator], G9a inh 35µM*, ERG-DNA inh -3%, GLS inhibitor 2%, JMJD2A Tudor -14% and RGS4 inhibitor 1%.
Screening COc1ccc(C2=NS(=O)(=O)N(C)C(C(=O)N3CCc4ccccc4C3)=C2)cc1OC returned 12-LOX inh 143%, PI4K2A block -1, BAZ2B inh -9%, HP1b chromo inh 67%[activator], ERG-DNA inh -1%, GLS inhibitor 1%, JMJD2A Tudor -14% and RGS4 inhibitor -20%.
COc1ccc(NC(=O)CSc2nc3sc(C)cc3c(=O)n2C)c(OC)c1 was read as 12-LOX inh 17%, PI4K2A block -2, BAZ2B inh inconclusive, HP1b chromo inh 26%, G9a inh -3%, ERG-DNA inh 9%, GLS inhibitor -6%, JMJD2A Tudor inconclusive and RGS4 inhibitor -38%.
Screening O=C(CSc1nc(-c2cccc(F)c2)[nH]c1-c1ccccc1)Nc1ccc2c(c1)OCCO2 returned 12-LOX inh -16%, PI4K2A block -5, BAZ2B inh -23%, HP1b chromo inh 13%, G9a inh -16%[59 µM], ERG-DNA inh 2%, GLS inhibitor -16%, JMJD2A Tudor -36% and RGS4 inhibitor -16%.
COc1ccc(N=C2S/C(=C\c3cc(C)n(C)c3C)C(=O)N2CC(C)C)cc1 was read as 12-LOX inh 0%, PI4K2A block 0, BAZ2B inh inconclusive, HP1b chromo inh inconclusive, G9a inh -12%[12.7 µM], ERG-DNA inh 11%, GLS inhibitor 4%, JMJD2A Tudor 40µM* and RGS4 inhibitor 0%.
Screening CCCCN(CC)CCCNC(=O)c1sc2nc3n(c(=O)c2c1C)CCCCC3 returned 12-LOX inh 4%, PI4K2A block -2, BAZ2B inh -4%, HP1b chromo inh 28%, G9a inh 8.9µM*, ERG-DNA inh -3%, GLS inhibitor 0%, JMJD2A Tudor -8% and RGS4 inhibitor -25%.
O=S(=O)(Nc1ncn[nH]1)c1ccc2ccccc2c1 was read as 12-LOX inh -12%, PI4K2A block 4, BAZ2B inh -9%, HP1b chromo inh 47%, G9a inh -42%[59 µM], ERG-DNA inh 8%, GLS inhibitor 4%, JMJD2A Tudor -11% and RGS4 inhibitor -10%.
Screening OCC[C@H]1C[C@H](O)[C@@H](O)[C@@]2(Cc3ccccc3O2)O1 returned 12-LOX inh -4%, PI4K2A block 1, BAZ2B inh -6%, HP1b chromo inh 37%[activator], G9a inh 20%[2.33 µM], ERG-DNA inh 3%, GLS inhibitor -3%, JMJD2A Tudor -11% and RGS4 inhibitor -1%.
Cc1cc2ccccn2c1C(=O)Nc1ccc(Cl)cc1 was read as 12-LOX inh 2%, PI4K2A block -2, BAZ2B inh -29%, HP1b chromo inh 38%[activator], G9a inh -22%, ERG-DNA inh -15%, GLS inhibitor -8%, JMJD2A Tudor 10% and RGS4 inhibitor -17%.
Screening CCCCNc1cc(NC2CCCCC2)c2c3c(onc13)-c1ccccc1C2=O returned 12-LOX inh 2%, PI4K2A block -20, BAZ2B inh 1.8µM*, HP1b chromo inh inconclusive, G9a inh 2µM*, ERG-DNA inh -6%, GLS inhibitor 4%, JMJD2A Tudor 10µM* and RGS4 inhibitor -41%.

The list is partial. The share of hits here may be higher or lower than overall.
